H9c2 protect = cardioprotection against H2O2-induced cell death, primary screen, uHTS, H9c2 cells, ATPLite luminescence; H9c2 cardiomyocytes, H2O2 injury protection, 2 h; protection from H2O2 cell death, % at 20 µM; 0.63% of 360,000 active; AID 588492, 2011;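 active = compounds giving at least 50% protection of heart cells from peroxide-induced death in the single-dose screen, raw or plate-pattern-corrected value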;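 also: 0% = DMSO wells with peroxide and 100% = DMSO wells without peroxide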
m5-HT2A agonist = mouse Htr2a agonists via beta-arrestin recruitment, primary screen, cell-based, luminescence; CHO-K1 mHTR2A beta-arrestin complementation; percent of 30 µM serotonin response; activation, % at 7.6 µM; 0.66% of 360,000 active;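 active = activation above a run cutoff, the mean activation of all tested compounds plus 3 SD, cut at about 14% in these data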;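 also: 0% = plate median of compound wells and 100% = 30 µM serotonin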
Target sequence (P35363 whole entry, looked up): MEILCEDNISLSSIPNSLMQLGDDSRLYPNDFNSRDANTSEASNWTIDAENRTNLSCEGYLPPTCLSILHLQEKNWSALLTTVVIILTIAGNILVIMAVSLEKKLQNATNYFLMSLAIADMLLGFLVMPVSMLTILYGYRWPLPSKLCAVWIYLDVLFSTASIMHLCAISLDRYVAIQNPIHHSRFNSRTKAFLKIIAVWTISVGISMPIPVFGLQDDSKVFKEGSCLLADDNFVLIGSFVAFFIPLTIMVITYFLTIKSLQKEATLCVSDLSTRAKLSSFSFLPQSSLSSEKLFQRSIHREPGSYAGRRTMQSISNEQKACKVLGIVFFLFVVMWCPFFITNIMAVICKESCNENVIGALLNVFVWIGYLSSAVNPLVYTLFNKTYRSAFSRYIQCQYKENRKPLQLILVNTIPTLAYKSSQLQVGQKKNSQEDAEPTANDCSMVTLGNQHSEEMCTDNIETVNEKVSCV
NR2E3 ag-1 = inhibitors of NR2E3-RetCOR corepressor binding, primary screen, NR2E3 agonist project, biochemical, TR-FRET, GST-NR2E3, biotin-RetCOR | AID 2300, 2010 | 0.12% of 320,000 active | inhibition of corepressor binding, % at 4.78 µM | 1536-well;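 active = percent inhibition above the cutoff of mean plus 3 SD of all tested compounds, set per screening campaign, cut at about 20% in these data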;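 also: 0% = DMSO wells and 100% = biotin wells as full block of FRET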
Target sequence (Q9Y5X4 whole entry, looked up): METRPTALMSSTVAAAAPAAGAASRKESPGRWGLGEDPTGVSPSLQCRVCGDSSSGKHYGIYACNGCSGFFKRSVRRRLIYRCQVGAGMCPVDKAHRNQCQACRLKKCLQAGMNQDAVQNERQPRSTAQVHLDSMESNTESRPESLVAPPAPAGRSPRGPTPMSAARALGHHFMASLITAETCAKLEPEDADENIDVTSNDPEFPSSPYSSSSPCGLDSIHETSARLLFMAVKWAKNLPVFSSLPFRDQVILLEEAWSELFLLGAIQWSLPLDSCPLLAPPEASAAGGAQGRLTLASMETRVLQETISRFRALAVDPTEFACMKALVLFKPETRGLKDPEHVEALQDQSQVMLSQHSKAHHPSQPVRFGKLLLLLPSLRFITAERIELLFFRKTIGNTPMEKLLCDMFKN
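Format: 1536-well format; test system: GST-NR2E3 and biotin-RetCOR proteins; read-out basis: percent inhibition of TR-FRET ratio; timing: 5 h incubation at 4 °C; detection: time-resolved FRET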
NR2E3 ag-2 = NR2E3 agonists in two-hybrid cells, primary screen, cell-based, luminescence, CHO-S, Gal4-NCOR/VP16-NR2E3 | Photoreceptor-specific nuclear receptor (Homo sapiens), Q9Y5X4 | luciferase | inhibition of corepressor binding, % at 3.98 µM | 0.35% of 360,000 active | AID 602229, 2012;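 active = inhibition above the mean of all tested compounds plus 3 SD, cut at about 70% in these data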;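 also: 0% = DMSO with NR2E3 transfected cells and 100% = cells lacking NR2E3 construct; higher means lower luciferase signal from less NR2E3 corepressor binding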
HIF-2a block = HIF-2a reporter inhibitors, primary screen, luminescence, 786-0 RCC cells. 786-0 RCC cells HIF-2a reporter, luciferase luminescence, overnight. inhibition, % at 18.8 µM. 0.72% of 360,000 active. AID 624352, 2012;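 active = inhibition of the luminescence signal of 40% or more relative to plate controls, in a single-dose primary screen at 18.75 µM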
PDI inh = inhibitors of human PDI, primary screen, biochemical, turbidity, single point, plate reader. 0.052% of 350,000 active. PDI insulin aggregation turbidity, A650, 90 min. inhibition, % at 10 µM. AID 588391, 2011. Protein disulfide-isomerase (Homo sapiens), P07237;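 active = mean inhibition across replicates of 30% or more, whatever share of single replicates reach that level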;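 also: absorbance from insulin aggregation driven by PDI reduction with DTT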
Shn3 3UTR inh = reduction of Shn3 3'UTR firefly luciferase signal, primary screen, Schnurri-3 inhibitor project, cell-based, Clone20 osteoblasts, set 2; Clone20 osteoblast Shn3 3'UTR firefly luciferase, 24 h; inhibition, % at 12.5 µM; AID 588674, 2011; 0.52% of 360,000 active;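 active = mean inhibition of at least 75% with every replicate also reaching 75%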;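 also: 0% = median of neutral control wells and 100% = pilot-screen positive control compound; some compounds past the cut are filed as inactive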
hiPSC survival = enhancers of single-cell hiPSC survival, primary screen, ATPlite luminescence; 100% = ROCK inhibitor wells, 0% = DMSO; survival enhancement, % at 20 µM; 0.044% of 360,000 active; AID 602274, 2012; in the data active = survival enhancement above about 18%;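 also: cells exposed to compounds for 16 hours before the ATP read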
Peg3 prom inh = Peg3 promoter-driven luciferase inhibitors, primary screen, cell-based, HeLa, luciferase luminescence; HeLa PEG-Prom luciferase reporter, overnight; inhibition, % at 20 µM; 1.7% of 360,000 active;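 active = inhibition of at least 50% at 20 µM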
TRPM1 prom inh = inhibitors of MITF-dependent TRPM1 promoter reporter, primary screen, cell-based, SK-MEL-5, single point, luciferase. SK-MEL-5 TRPM1 promoter luciferase, 24 h. inhibition, % at 12.5 µM. 0.83% of 330,000 active. AID 488899, 2010;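 active = mean inhibition across replicates of 60% or more, whatever share of single replicates reaches that level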; also: values of inactives mirror those of a sister screen read the other way
CaV13 ICDI inh = Disruptors of the CACNA1D IQ motif to Ca2+-dependent inactivation inhibitor domain association, primary screening, Förster resonance energy transfer in intact living … | AID 743397 | inhibition, % at 12.3 µM | HEK cells, CFP/YFP FRET ICDI-IQ, plate reader, 10 min; percent FRET-ratio fall versus neutral wells | 0.098% of 340,000 active;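 active = mean replicate inhibition of at least 30% and at least 1% of replicates passing that level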;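 also: 0% = median of the neutral control wells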
Numbers without * were called inactive.

How did CS(=O)(=O)c1ccccc1-c1nc(-c2cccc(Cl)c2)no1 do in these assays?
H9c2 protect: -1; m5-HT2A agonist: -2; NR2E3 ag-1: 0; NR2E3 ag-2: 3; HIF-2a block: -28; PDI inh: -3; Shn3 3UTR inh: -37; hiPSC survival: -0.7; Peg3 prom inh: -13; TRPM1 prom inh: -6

How did COc1ccc(NC(=O)Cc2nnc(SCC(=O)NC3CCCCC3C)n2C)cc1 (configuration not stated) do in these assays?
H9c2 protect: -6; m5-HT2A agonist: 8; NR2E3 ag-1: 5; NR2E3 ag-2: -21; HIF-2a block: 10; PDI inh: 2; Shn3 3UTR inh: 20; hiPSC survival: -0.3; Peg3 prom inh: 2; TRPM1 prom inh: 21; CaV13 ICDI inh: -7

Results for O=C(CN1C(=O)COc2ccc(S(=O)(=O)N3CCOCC3)cc21)NCc1ccco1 ?
H9c2 protect: 8; m5-HT2A agonist: -1; NR2E3 ag-1: 0; NR2E3 ag-2: 4; HIF-2a block: 5; PDI inh: -1; Shn3 3UTR inh: -1; hiPSC survival: 0.0; Peg3 prom inh: 15; TRPM1 prom inh: 1; CaV13 ICDI inh: -5

Results for COc1ccc(CN2CCOCC2)cc1 ?
H9c2 protect: 12; m5-HT2A agonist: -8; NR2E3 ag-1: 1; NR2E3 ag-2: 0; HIF-2a block: 12; PDI inh: 11; Shn3 3UTR inh: -3; hiPSC survival: 5.4; Peg3 prom inh: 15; TRPM1 prom inh: -3

Results for CCCNC(=O)C1(C)CCCN(CC(=O)c2ccccc2OC)C1 (configuration not stated) ?
H9c2 protect: 4; m5-HT2A agonist: -1; NR2E3 ag-2: -20; HIF-2a block: 13; PDI inh: 1; Shn3 3UTR inh: -12; hiPSC survival: 0.7; Peg3 prom inh: 3; CaV13 ICDI inh: -3

Results for CN(C(=O)COC(=O)c1cccs1)c1c(N)n(Cc2ccccc2)c(=O)[nH]c1=O ?
H9c2 protect: 2; m5-HT2A agonist: 9; NR2E3 ag-1: -2; NR2E3 ag-2: -17; HIF-2a block: 4; PDI inh: -5; Shn3 3UTR inh: 1; hiPSC survival: -0.2; Peg3 prom inh: 6; TRPM1 prom inh: -3; CaV13 ICDI inh: -6

Results for CC(=O)Nc1nc(-c2ccccc2)ns1 ?
H9c2 protect: 5; m5-HT2A agonist: 6; NR2E3 ag-1: -2; NR2E3 ag-2: -35; HIF-2a block: -119; PDI inh: -14; Shn3 3UTR inh: -27; hiPSC survival: -0.3; Peg3 prom inh: -84; TRPM1 prom inh: -20; CaV13 ICDI inh: -3

How did COc1ccccc1N1CCN(S(=O)(=O)CCNC(=O)c2cccc(F)c2)CC1 do in these assays?
H9c2 protect: -2; m5-HT2A agonist: 3; NR2E3 ag-1: 1; NR2E3 ag-2: -10; HIF-2a block: 14; PDI inh: 1; Shn3 3UTR inh: -24; hiPSC survival: -0.4; Peg3 prom inh: 21; TRPM1 prom inh: 5; CaV13 ICDI inh: -7

What do the screens show for `CC(CN1CCC(n2nccc2NC(=O)c2ccccc2Cl)CC1)c1ccccc1` (configuration not stated)?
H9c2 protect: -3; m5-HT2A agonist: -6; NR2E3 ag-1: -1; NR2E3 ag-2: -43; HIF-2a block: 9; PDI inh: 4; Shn3 3UTR inh: 15; hiPSC survival: 0.1; Peg3 prom inh: 10; TRPM1 prom inh: 7; CaV13 ICDI inh: -5

What do the screens show for `Cc1ccc(C)c(C2NC(=O)c3ccccc3N2)c1` (configuration not stated)?
H9c2 protect: 0; m5-HT2A agonist: 4; NR2E3 ag-1: -1; NR2E3 ag-2: -28; HIF-2a block: 15; PDI inh: -1; Shn3 3UTR inh: 12; hiPSC survival: -0.6; Peg3 prom inh: 21; TRPM1 prom inh: 6; CaV13 ICDI inh: -4

Results for CC1Cc2nc(SCC(=O)Nc3ccc4c(c3)OCO4)n(CCc3ccccc3)c(=O)c2S1 (configuration not stated) ?
H9c2 protect: 11; m5-HT2A agonist: -3; NR2E3 ag-1: 2; NR2E3 ag-2: -19; HIF-2a block: -6; Shn3 3UTR inh: 12; hiPSC survival: -0.6; Peg3 prom inh: 13; TRPM1 prom inh: 4; CaV13 ICDI inh: -5

How did COc1ccccc1CNc1nc(=S)[nH]c2cc(OC)c(OC)cc12 do in these assays?
H9c2 protect: -1; m5-HT2A agonist: 1; NR2E3 ag-1: -1; NR2E3 ag-2: -27; HIF-2a block: 7; PDI inh: 2; Shn3 3UTR inh: 8; hiPSC survival: -0.1; Peg3 prom inh: -5; TRPM1 prom inh: 6; CaV13 ICDI inh: -17

What do the screens show for `O=C(c1ccccc1Oc1nnnn1-c1ccccc1)N1CCOCC1`?
H9c2 protect: 7; m5-HT2A agonist: 1; NR2E3 ag-1: 1; NR2E3 ag-2: -5; HIF-2a block: -1; PDI inh: 8; Shn3 3UTR inh: -8; hiPSC survival: 0.1; Peg3 prom inh: -1; TRPM1 prom inh: -5; CaV13 ICDI inh: -4

Results for CC(C)(CNc1ccc(S(=O)(=O)C(F)(F)F)cc1[N+](=O)[O-])N1CCOCC1 ?
H9c2 protect: -4; m5-HT2A agonist: -1; NR2E3 ag-1: -2; NR2E3 ag-2: -15; HIF-2a block: 9; PDI inh: 7; Shn3 3UTR inh: 11; hiPSC survival: -0.4; Peg3 prom inh: 12; TRPM1 prom inh: 4; CaV13 ICDI inh: -6

How did O=C(N/N=C/c1ccccc1F)NC12CC3CC(CC(C3)C1)C2 do in these assays?
H9c2 protect: -11; m5-HT2A agonist: -1; NR2E3 ag-1: 4; NR2E3 ag-2: -157; HIF-2a block: -267; PDI inh: 4; Shn3 3UTR inh: -102; hiPSC survival: 0.4; Peg3 prom inh: -245; TRPM1 prom inh: -66; CaV13 ICDI inh: -3

How did O=C1c2ccccc2C(=O)N1CCOc1ccccc1Cl do in these assays?
H9c2 protect: 0; m5-HT2A agonist: 0; NR2E3 ag-1: -3; NR2E3 ag-2: -99; HIF-2a block: -230; PDI inh: -5; Shn3 3UTR inh: -97; hiPSC survival: -0.4; Peg3 prom inh: -256; TRPM1 prom inh: -81; CaV13 ICDI inh: -6

How did COc1cc2c(cc1NC(=O)CSc1nccn1C)oc1ccccc12 do in these assays?
H9c2 protect: 28; m5-HT2A agonist: -8; NR2E3 ag-1: 4; NR2E3 ag-2: -68; HIF-2a block: -217; PDI inh: 6; Shn3 3UTR inh: -56; hiPSC survival: 2.4; Peg3 prom inh: -165; TRPM1 prom inh: -28; CaV13 ICDI inh: 0

What do the screens show for `CC(C)CCC1(CCO)C(=O)N=C(N)NC1=O` (configuration not stated)?
H9c2 protect: 0; m5-HT2A agonist: 2; NR2E3 ag-2: 2; HIF-2a block: 10; PDI inh: -2; Shn3 3UTR inh: 11; hiPSC survival: -3.0; Peg3 prom inh: -5; TRPM1 prom inh: -12; CaV13 ICDI inh: -8

What do the screens show for `CC(C)(C)NCCC(O)c1cc(C(F)(F)F)nc2c(C(F)(F)F)cccc12` (configuration not stated)?
H9c2 protect: 0; m5-HT2A agonist: 5; NR2E3 ag-2: 6; HIF-2a block: -14; PDI inh: -2; Shn3 3UTR inh: 14; hiPSC survival: -2.6; Peg3 prom inh: 42; TRPM1 prom inh: -1; CaV13 ICDI inh: -6

What do the screens show for `O=C(COC(=O)C1CCN(S(=O)(=O)c2cccs2)CC1)c1cc2ccccc2o1`?
H9c2 protect: -2; m5-HT2A agonist: -7; NR2E3 ag-1: -1; NR2E3 ag-2: 4; HIF-2a block: -1; PDI inh: -3; Shn3 3UTR inh: 0; hiPSC survival: -0.3; Peg3 prom inh: -1; TRPM1 prom inh: 8

What do the screens show for `CNC(=O)COc1ccc(S(=O)(=O)Nc2ccc(C)cc2)cc1`?
H9c2 protect: 0; m5-HT2A agonist: -3; NR2E3 ag-1: 0; NR2E3 ag-2: -11; HIF-2a block: 15; PDI inh: 1; Shn3 3UTR inh: -12; hiPSC survival: -0.5; Peg3 prom inh: 6; TRPM1 prom inh: -8; CaV13 ICDI inh: 1

How did Cc1cc(-c2nn(-c3ccccc3F)cc2CN2CCN(c3ccncc3)CC2)c(C)s1 do in these assays?
H9c2 protect: 1; m5-HT2A agonist: 2; NR2E3 ag-1: 2; NR2E3 ag-2: 11; HIF-2a block: 7; PDI inh: 0; Shn3 3UTR inh: 10; hiPSC survival: 3.1; Peg3 prom inh: 13; TRPM1 prom inh: 7; CaV13 ICDI inh: 7

Results for Cn1cnnc1SCC(=O)NNC(=O)c1ccc([N+](=O)[O-])cc1 ?
H9c2 protect: 4; m5-HT2A agonist: 3; NR2E3 ag-2: -21; HIF-2a block: 8; PDI inh: -21; Shn3 3UTR inh: 1; hiPSC survival: 0.0; Peg3 prom inh: 24; TRPM1 prom inh: -6; CaV13 ICDI inh: -9

Results for CCN(C(=O)COC(=O)/C=C/c1ccco1)C1CCCCC1 ?
H9c2 protect: 8; m5-HT2A agonist: -5; NR2E3 ag-2: -4; HIF-2a block: -7; PDI inh: -1; Shn3 3UTR inh: -19; hiPSC survival: 0.1; Peg3 prom inh: -23; TRPM1 prom inh: 6; CaV13 ICDI inh: -15

What do the screens show for `CC[C@]12c3[nH]c4ccccc4c3CCN1C(=O)C(CC(=O)NC/C=C(\C)CCC=C(C)C)C[C@@H]2C(=O)N1CCN(C(=O)c2ccco2)CC1` (some centres not stated)?
H9c2 protect: 12; m5-HT2A agonist: 0; NR2E3 ag-2: -10; HIF-2a block: 13; PDI inh: 25; Shn3 3UTR inh: 23; hiPSC survival: 2.9; Peg3 prom inh: 16; TRPM1 prom inh: 11; CaV13 ICDI inh: -6

What do the screens show for `CCC1C(=O)NCCN1C(=O)c1cccc(OC2CCN(S(=O)(=O)N(C)C)CC2)c1` (configuration not stated)?
H9c2 protect: -4; m5-HT2A agonist: 5; NR2E3 ag-1: 3; NR2E3 ag-2: -46; HIF-2a block: -75; PDI inh: 6; Shn3 3UTR inh: -26; hiPSC survival: -0.4; Peg3 prom inh: -36; TRPM1 prom inh: -16; CaV13 ICDI inh: -2
